IDH1 mut inh: blocks human IDH1 R132H reductase activity; 70,000 compounds, 0.18% hits; AID 624101; diaphorase/resazurin fluorescence, 60 min; inhibition, % at 10 µM; O75874; in the data active means inhibition above about 34%;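 further: 0% = DMSO and 100% = no enzyme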
EZH2 inh: blocks human EZH2/PRC2 H3K27 methylation | Q15910 | DELFIA TRF, 1 h | inhibition, % at 12.5 µM | 57,000 compounds, 0.35% hits | AID 651548;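 active means mean inhibition of replicates at least 50% and every single replicate also reaching 50%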;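 further: dimethyl H3K27 on biotinylated H3 21-44 peptide detected by antibody; plate controls were median neutral control wells for no effect and median positive control wells for full effect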
Target sequence (Q15910 whole entry, looked up): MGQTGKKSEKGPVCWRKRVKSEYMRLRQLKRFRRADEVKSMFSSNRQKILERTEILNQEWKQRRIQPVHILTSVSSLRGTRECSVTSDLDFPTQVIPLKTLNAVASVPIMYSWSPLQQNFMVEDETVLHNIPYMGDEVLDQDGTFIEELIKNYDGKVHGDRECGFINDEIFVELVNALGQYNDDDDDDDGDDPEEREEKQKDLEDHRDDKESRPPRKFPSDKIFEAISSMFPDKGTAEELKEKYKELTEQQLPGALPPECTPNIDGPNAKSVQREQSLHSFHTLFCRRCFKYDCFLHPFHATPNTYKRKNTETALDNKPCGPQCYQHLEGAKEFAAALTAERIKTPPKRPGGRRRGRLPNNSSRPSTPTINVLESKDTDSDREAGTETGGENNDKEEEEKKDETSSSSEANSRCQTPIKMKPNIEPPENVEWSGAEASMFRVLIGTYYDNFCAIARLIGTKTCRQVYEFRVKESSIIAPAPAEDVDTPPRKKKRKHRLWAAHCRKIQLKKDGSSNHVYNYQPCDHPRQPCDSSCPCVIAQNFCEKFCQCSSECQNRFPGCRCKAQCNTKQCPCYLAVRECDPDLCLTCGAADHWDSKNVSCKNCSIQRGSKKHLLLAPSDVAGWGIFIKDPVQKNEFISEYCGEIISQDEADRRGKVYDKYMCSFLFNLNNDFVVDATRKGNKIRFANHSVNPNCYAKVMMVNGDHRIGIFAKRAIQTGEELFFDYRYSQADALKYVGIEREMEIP
The depositor's hits bear a star; . = no result given.

Fields – IDH1 mut inh | EZH2 inh
- C[C@@H]1CN([C@H](C)CO)C(=O)Cc2cc(NC(=O)c3ccncc3)ccc2O[C@@H]1CN(C)Cc1ccncc1
 : 8.7 | 1
- C[C@@H]1CN([C@@H](C)CO)C(=O)Cc2cc(NC(=O)CCN3CCOCC3)ccc2O[C@H]1CN(C)Cc1ccc(C(F)(F)F)cc1
 : 0.0 | -28
- O=C(CC1(O)C(=O)N(CCOc2ccccc2)c2ccccc21)c1ccc2c(c1)CCCC2 (stereo not given)
 : -0.2 | 44
- CCC(=O)N(C)C[C@@H]1Oc2ncc(C#Cc3ccncc3)cc2C(=O)N([C@@H](C)CO)C[C@H]1C
 : 1.4 | .
- Cc1ccccc1S(=O)(=O)N(C)C[C@@H]1OCc2cn(nn2)CCCC(=O)N([C@@H](C)CO)C[C@H]1C
 : . | 1
- O=C(C[C@@H]1C=C[C@H](NC(=O)Nc2ccccc2F)[C@H](CO)O1)NCc1ccc(F)cc1
 : 0.0 | 9
- CO[C@@H]1CN(C)C(=O)c2cc(NC(=O)C3CC3)ccc2OC[C@H](C)N(C(=O)c2cnccn2)C[C@@H]1C
 : 0.1 | 0
- O=C(C[C@H]1CC[C@@H](NC(=O)C2CC2)[C@H](CO)O1)NCc1ccccc1Cl
 : -0.1 | 7
- C[C@H](CO)N1C[C@H](C)[C@@H](CN(C)C(=O)Nc2ccccc2)Oc2ccc(NC(=O)CCC(F)(F)F)cc2CC1=O
 : 1.0 | 5
- C[C@H]1CN([C@@H](C)CO)C(=O)c2cc(NS(C)(=O)=O)ccc2O[C@@H]1CN(C)C
 : 0.2 | .
- CCCN1C[C@H](C)[C@H](OC)CN(C)C(=O)c2ccc(NC(=O)c3cnccn3)cc2OC[C@@H]1C
 : 0.1 | 1
- COc1ccccc1-c1cc(-c2ccccc2)nc(SCC(=O)c2cc3ccccc3oc2=O)c1C#N
 : 0.1 | -12
- Cc1noc(C)c1NC(=O)N(C)C[C@@H]1Oc2ccc(NS(C)(=O)=O)cc2C(=O)N([C@@H](C)CO)C[C@H]1C
 : 1.5 | .
- COc1ccc(OC)c(NC(=O)Cn2cc(C(C)=O)c3ccccc32)c1
 : -0.4 | -23
- CNC[C@@H]1Oc2ccc(NS(=O)(=O)c3ccc(Cl)cc3)cc2C(=O)N([C@H](C)CO)C[C@H]1C
 : 1.3 | .
- CN1CCN(C(=O)C[C@@H]2C[C@H]3c4cc(NC(=O)Nc5ccc(C(F)(F)F)cc5)ccc4O[C@H]3[C@H](CO)O2)CC1
 : -0.1 | -6
- O=C(C[C@@H]1C[C@H]2c3cc(NC(=O)c4cccnc4)ccc3O[C@H]2[C@H](CO)O1)NCc1ccncc1
 : 0.3 | -1
- COCCNC(=O)C[C@@H]1C=C[C@@H](NC(=O)NC2CCCC2)[C@@H](CO)O1
 : 0.2 | 2
- CC(C)NC(=O)Nc1ccc2c(c1)CC(=O)N([C@H](C)CO)C[C@H](C)[C@@H](CN(C)C(=O)Nc1ccc3c(c1)OCO3)O2
 : -3.0 | .
- C[C@H]1CN([C@@H](C)CO)C(=O)c2cccc(NC(=O)c3ccc(-c4nccs4)cc3)c2O[C@@H]1CN(C)C(=O)Nc1cccc2ccccc12
 : 0.5 | .
- CO[C@H]1CN(C)C(=O)c2ccc(NC(=O)C3CC3)cc2OC[C@H](C)N(C(=O)c2ccccc2)C[C@H]1C
 : -0.1 | 13
- C[C@H]1CN([C@@H](C)CO)C(=O)c2cc(C#CC3(O)CCCC3)cnc2O[C@@H]1CN(C)C(=O)CC1CC1
 : -1.0 | -11
- O=C(C[C@H]1CC[C@@H](NC(=O)C2CCC2)[C@H](CO)O1)Nc1nccs1
 : 0.3 | 17
- C=CC(C)(O)CC/C=C(\C)C(=O)OC1C(CO)OC(OC2OC=CC3(O)C(OC(=O)C4=COC(OC5OC(CO)C(O)C(O)C5O)C5C(C)CCC45)C4OC4(C)C23)C(O)C1O (stereo not given)
 : 0.3 | .
- Cc1ccc(CN2CCN(CCO)CC2)o1
 : -0.6 | .
- C[C@H](CO)N1C[C@H](C)[C@H](CN(C)C(=O)Nc2ccc(F)cc2)Oc2ccc(NS(=O)(=O)c3cn(C)cn3)cc2CC1=O
 : 1.6 | .
- C[C@@H](NC(=O)C[C@@H]1C[C@@H]2c3cc(NC(=O)C4CCC4)ccc3O[C@@H]2[C@H](CO)O1)c1ccccc1
 : -0.3 | -12
- C[C@@H]1CN([C@H](C)CO)C(=O)c2cc(-c3cccnc3)cnc2O[C@@H]1CN(C)C(=O)C1CCOCC1
 : -0.2 | -2
- CCCNC(=O)N[C@H]1CC[C@H](CCn2cc(C3CC3)nn2)O[C@@H]1CO
 : -0.2 | -4
- CO[C@@H]1CN(C)C(=O)c2ccc(NC(=O)c3ccc4c(c3)OCO4)cc2OC[C@@H](C)N(CC2CC2)C[C@H]1C
 : -0.7 | -9
- C[C@H](CO)N1C[C@H](C)[C@H](CN(C)C(=O)Nc2ccccc2)Oc2ncc(-c3ccc(F)cc3)cc2C1=O
 : -0.1 | -15
- C[C@@H]1CN([C@H](C)CO)C(=O)Cc2cc(NC(=O)CCCN(C)C)ccc2O[C@H]1CN(C)S(=O)(=O)c1cccs1
 : 0.2 | .
- O=C(NCC[C@@H]1CC[C@@H](NS(=O)(=O)Cc2ccccc2)[C@@H](CO)O1)C1CCOCC1
 : 0.2 | 12
- O=C(Nc1ccc(Cl)cc1Cl)NC(Cc1ccc(O)cc1)C(=O)O (stereo not given)
 : 2.0 | 2
- O=C(C[C@@H]1C=C[C@H](NC(=O)c2cnccn2)[C@@H](CO)O1)NCc1ccccc1F
 : -0.5 | 9
- COCC(=O)N(C)C[C@H]1Oc2ncc(C#Cc3ccccc3OC)cc2C(=O)N([C@H](C)CO)C[C@H]1C
 : 0.3 | 5
- Cc1ccc(S(=O)(=O)N(C)C[C@@H]2OCc3cn(nn3)CCCC(=O)N([C@H](C)CO)C[C@H]2C)cc1
 : 0.7 | 4
- Cc1noc(C)c1NC(=O)Nc1ccc2c(c1)C(=O)N([C@@H](C)CO)C[C@@H](C)[C@H](CN(C)Cc1ccc3c(c1)OCO3)OCCCC[C@@H](C)O2
 : 1.3 | .
- COc1ccccc1CNC(=O)C[C@H]1C[C@H]2c3cc(NC(=O)Cc4ccncc4)ccc3O[C@H]2[C@@H](CO)O1
 : -0.2 | 0
- C[C@H](NC(=O)C[C@@H]1CC[C@@H](NC(=O)CN2CCOCC2)[C@H](CO)O1)c1ccccc1
 : 0.6 | -3
- Cc1cc(C(=O)Nc2cccc3c2O[C@@H](CN(C)C(=O)NC(C)C)[C@H](C)CN([C@H](C)CO)C3=O)n(C)n1
 : -1.0 | .
- CC(C)NC(=O)Nc1ccc2c(c1)CC(=O)N([C@@H](C)CO)C[C@H](C)[C@@H](CN(C)S(=O)(=O)c1ccc(Cl)cc1)O2
 : -2.4 | 8
- C[C@@H]1CN([C@@H](C)CO)C(=O)Cc2cc(NC(=O)Nc3ccc4c(c3)OCO4)ccc2O[C@H]1CN(C)S(=O)(=O)c1ccccc1
 : -0.9 | .
- CN(C)CC(=O)N[C@@H]1CC[C@H](CCNC(=O)C2CCCC2)O[C@@H]1CO
 : -0.1 | 14
- COc1ccccc1-c1cnc2c(c1)C(=O)N([C@H](C)CO)C[C@@H](C)[C@@H](CN(C)Cc1ccc(F)cc1)O2
 : -0.5 | 0
- COc1ccc(NC(=O)CN2CCN(C(=O)c3ccco3)CC2)cc1
 : -0.2 | 8
- CO[C@H]1CN(C)C(=O)c2cc(NC(=O)C3CCCC3)ccc2OC[C@H](C)N(CC2CC2)C[C@H]1C
 : 0.0 | 3
- O=C(C[C@H]1C=C[C@@H](NC(=O)Nc2ccc(C(F)(F)F)cc2)[C@@H](CO)O1)NCCN1CCCC1
 : -0.1 | -16
- CCCNC(=O)N1C[C@@H](C)[C@@H](OC)CN(C)C(=O)c2cc(NS(=O)(=O)CC)ccc2OC[C@H]1C
 : 0.4 | -10
- O=C(Nc1cccc(Cl)c1)N[C@@H]1CC[C@H](CCNC(=O)C2CCCC2)O[C@H]1CO
 : 0.2 | -3
- CN1CCN(C(=O)C[C@H]2C[C@@H]3c4cc(NC(=O)Nc5ccccc5)ccc4O[C@@H]3[C@@H](CO)O2)CC1
 : 3.3 | -3
- COCC1=C2[C@@H](c3ccccc3)OB(O)C[C@@H]2[C@@H]2C(=O)N(Cc3ccccc3)C(=O)[C@@H]2C1
 : . | 5
- CO[C@@H]1CN(C)C(=O)c2ccc(NC(=O)c3ccc(F)cc3)cc2OC[C@H](C)N(C(=O)c2ccc(F)cc2)C[C@@H]1C
 : -0.8 | 0
- CC(=O)N(C)C[C@@H]1Oc2cc(C#Cc3ccncc3)ccc2S(=O)(=O)N([C@H](C)CO)C[C@H]1C
 : -0.4 | -3
- COc1ccc(NC(=O)Nc2ccc3c(c2)C(=O)N([C@@H](C)CO)C[C@H](C)[C@@H](CN(C)S(=O)(=O)c2ccc(C)cc2)O3)cc1
 : 0.1 | .
- O=C(Nc1sc2c(c1C(=O)NCc1ccco1)CCCC2)c1ccc(F)cc1
 : 0.2 | 12
- COc1ccc(S(=O)(=O)Nc2cccc3c2O[C@H](CN(C)Cc2ccccc2)[C@H](C)CN([C@@H](C)CO)C3=O)cc1
 : 1.3 | -1
- C[C@@H]1CN([C@H](C)CO)C(=O)c2cc(NC(=O)Nc3ccc4c(c3)OCO4)ccc2O[C@@H]1CN(C)Cc1ccc(Cl)c(Cl)c1
 : -0.1 | .
- COc1ccc(S(=O)(=O)N(C)C[C@H]2Oc3ccc(NC(=O)Nc4ccc(F)cc4)cc3C(=O)N([C@H](C)CO)C[C@H]2C)cc1
 : 1.5 | .
- Cc1ccc(S(=O)(=O)Nc2ccc3c(c2)CC(=O)N([C@@H](C)CO)C[C@@H](C)[C@H](CN(C)S(=O)(=O)c2ccc(C)cc2)O3)cc1
 : 0.2 | .

Taken from above:
`CN1CCN(C(=O)C[C@H]2C[C@@H]3c4cc(NC(=O)Nc5ccccc5)ccc4O[C@@H]3[C@@H](CO)O2)CC1` in EZH2 inh is listed with -3
`COc1ccc(NC(=O)CN2CCN(C(=O)c3ccco3)CC2)cc1` in EZH2 inh is listed with 8

The results go on.
Fields – IDH1 mut inh | EZH2 inh
- COc1ccc(NC(=O)CSc2nnc(N)s2)cc1Cl
 : -0.5 | -3
- COc1ccccc1-n1nnnc1SCC(=O)Nc1ccccc1SC
 : 0.0 | 3
- C[C@H]1CN([C@@H](C)CO)C(=O)c2cccc(NC(=O)C3CCCCC3)c2O[C@@H]1CN(C)C(=O)Nc1ccc(C(F)(F)F)cc1
 : 2.2 | -5
- O=C(Nc1ccc(C(F)(F)F)cc1)Nc1ccc2c(c1)[C@H]1C[C@@H](CC(=O)N3CCc4ccccc4C3)O[C@H](CO)[C@H]1O2
 : 0.3 | -17
- COc1ccc(S(=O)(=O)N(C)C[C@@H]2Oc3ccc(NC(=O)c4ccncc4)cc3CC(=O)N([C@@H](C)CO)C[C@H]2C)cc1
 : 0.1 | .
- C[C@@H]1CN([C@@H](C)CO)C(=O)c2cc(NC(=O)Nc3cccc4ccccc34)ccc2O[C@@H]1CN(C)S(=O)(=O)c1ccc(Cl)cc1
 : -8.2 | .
- CC(C)C#Cc1cnc2c(c1)C(=O)N([C@@H](C)CO)C[C@@H](C)[C@H](CN(C)S(=O)(=O)c1cn(C)cn1)O2
 : -6.3 | -6
- CO[C@@H](CN(C)Cc1cc(F)ccc1F)[C@@H](C)CN(C(=O)Nc1ccc(C(F)(F)F)cc1)[C@H](C)CO
 : -0.7 | 10
- C[C@@H]1CN([C@@H](C)CO)C(=O)Cc2cc(NS(=O)(=O)c3ccc(Cl)cc3)ccc2O[C@H]1CN(C)S(=O)(=O)c1ccc(F)cc1
 : 0.2 | .
- C[C@@H]1CN([C@@H](C)CO)C(=O)c2cccc(N(C)C)c2O[C@@H]1CN(C)S(=O)(=O)c1ccccc1
 : -0.3 | 1
- COC(=O)c1cn(CCCNC(=O)[C@H](Cc2ccccc2)NS(=O)(=O)c2ccc(C)cc2)nn1
 : . | 9
- Cn1c(SCC(=O)Nc2c(Cl)cccc2Cl)nnc1-c1ccc(NC(=O)c2ccc(F)cc2)cc1
 : -0.1 | 1
- COCCCNC(=O)c1cc(-c2ccccc2)nc2c(C)cc(C)cc12
 : 0.1 | -3
- O=C(Nc1ccc2c(c1)[C@H]1C[C@H](CC(=O)N3CCCCC3)O[C@@H](CO)[C@H]1O2)c1cccnc1
 : 0.0 | 3
- O=C(C[C@H]1C[C@@H]2c3cc(NC(=O)c4cccnc4)ccc3O[C@@H]2[C@H](CO)O1)NCc1cc(F)ccc1F
 : -0.4 | -4
- C[C@H](CO)N1C[C@H](C)[C@@H](CN(C)C)Oc2ccc(NC(=O)Cn3cnnn3)cc2CC1=O
 : 0.3 | 5
- CC(C)NC(=O)N[C@@H]1CC[C@@H](CCNC(=O)C2CC2)O[C@@H]1CO
 : 0.4 | -10
- Cc1noc(C)c1S(=O)(=O)N(C)C[C@@H]1Oc2ccc(NC(=O)Cn3cnnn3)cc2C(=O)N([C@@H](C)CO)C[C@@H]1C
 : 2.2 | .
- COc1ccc(NC(=O)N(C)C[C@H]2Oc3c(NC(=O)C4CCCCC4)cccc3C(=O)N([C@@H](C)CO)C[C@@H]2C)cc1
 : -1.9 | 6
- CN(C)CCCNC(=O)C[C@@H]1C=C[C@@H](NC(=O)Cc2cccnc2)[C@H](CO)O1
 : 0.6 | 12
- Cc1ccc(NC(=O)CNC(=O)c2ccco2)cc1
 : 0.1 | 1
- O=C(COc1ccc([N+](=O)[O-])cc1)Nc1cccc2nsnc12
 : -0.2 | 12
- COCC(=O)N(C)C[C@@H]1Oc2ncc(C#C[C@H](C)O)cc2C(=O)N([C@H](C)CO)C[C@@H]1C
 : . | -7

Complete entries, looked up by structure. Screens in order: IDH1 mut inh, EZH2 inh
Cc1ccc(NC(=O)CNC(=O)c2ccco2)cc1 is listed as 0.1, 1
C[C@H](CO)N1C[C@H](C)[C@@H](CN(C)C)Oc2ccc(NC(=O)Cn3cnnn3)cc2CC1=O is listed as 0.3, 5
CC(C)NC(=O)N[C@@H]1CC[C@@H](CCNC(=O)C2CC2)O[C@@H]1CO is listed as 0.4, -10
COc1ccc(NC(=O)N(C)C[C@H]2Oc3c(NC(=O)C4CCCCC4)cccc3C(=O)N([C@@H](C)CO)C[C@@H]2C)cc1 is listed as -1.9, 6

Screens from PubChem.

Some of the compounds tested (hit frequency here may not be typical).
